# EP2 modulator – EP2 receptor (human) modulation; induction, % at 25 µM; actives 0.83% (n = 260,000); AID 940; P43116; EP2-expressing cells, cAMP HTRF FRET, PGE2 co-stimulation;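 active = compounds whose cAMP rise, as percent of the full-agonist control response, exceeds 60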;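 note: rat C6 glioma line stably carrying human EP2 under a CMV promoter; the protocol text gives 20 µM as final concentration; 100% = response of wells given 1 µM PGE2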
# Target sequence (P43116 whole entry, looked up): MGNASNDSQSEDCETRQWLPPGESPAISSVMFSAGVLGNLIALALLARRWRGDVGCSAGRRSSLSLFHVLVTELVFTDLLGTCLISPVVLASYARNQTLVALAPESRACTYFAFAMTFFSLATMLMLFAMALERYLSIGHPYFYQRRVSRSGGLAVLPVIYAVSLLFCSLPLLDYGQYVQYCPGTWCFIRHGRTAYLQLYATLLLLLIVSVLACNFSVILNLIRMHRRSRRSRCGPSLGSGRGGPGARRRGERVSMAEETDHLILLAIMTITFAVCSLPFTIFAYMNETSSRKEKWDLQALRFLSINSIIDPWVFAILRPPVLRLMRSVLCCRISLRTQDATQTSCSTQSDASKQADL
# * marks the source's active call; other numbers are inactive results; & = joins results of further samples.
EP2 modulator	SMILES
-50	COc1cc(C(=O)Nc2ccc(CCC3CCN(C)CC3C)cc2)cc(OC)c1OC (stereo not drawn)
-55	CCc1nc2ccc(NC(=O)C3Oc4ccccc4O3)cc2[nH]1
-27	CCOC(=O)c1cnc(SCC(=O)c2cc(F)ccc2OC)nc1N
-57	Cc1cc(C)cc(NC(=S)N2CCC(NC(=O)c3ccco3)CC2)c1
-24	CCOc1ccc(-c2csc3ncn(CC(=O)O)c(=O)c23)cc1
1	CCOC(=O)C(=O)Nc1sc(C(=O)Nc2ccc(C)c(Cl)c2)c(C)c1C(=O)OC
-11	CSc1ccc(CNCC2CCCO2)cc1 (stereo not drawn)
8	CCOc1ccc(NC(=O)c2sc(NC(=O)c3ccc(F)cc3)c(C(=O)OC)c2C)cc1
-8	O=C(CN1Cc2ccccc2C1=O)NC1(c2ccc3c(c2)OCO3)CCCC1
17	CCc1ncc(CO)n1Cc1cccc2ccccc12
-22	CCOC(=O)c1ccc(N2N=C(C(F)(F)F)CC2=O)cc1
-5	CCOc1ccc2[nH]c(=O)c(C(c3nnnn3CCOC)N3CCN(C4CCCCC4)CC3)cc2c1 (stereo not drawn)
19	Cc1nc2c(c(=O)[nH]1)CN(C(=O)c1cc(C3CC3)oc1C)CC2
-54	CN(Cc1ccccc1OCc1ccccn1)Cc1n[nH]c2c1CCCC2
-22	COc1cc(C2C(C#N)=C(N)OC3=C2C(=O)CCC3)ccc1OCc1ccccc1F (stereo not drawn)
-9	S=c1nn[nH]n1-c1ccc2ccccc2c1
-10	COc1ccc(Cn2nnnc2C(c2cc3ccc(C)c(C)c3[nH]c2=O)N2CCC(C)CC2)cc1 (stereo not drawn)
-20	COc1c(C)cccc1C(=O)Nc1nc2ccc(NC(C)=O)cc2s1
-16	Cc1cc2cc3c(cc2n2c(=O)n(CC(N)=O)nc12)OCO3
-74	COc1ccc(OCc2nnc(SCc3ccc(Cl)cc3)n2C)cc1
3	COc1ccc2[nH]c(=O)c(C(c3nnnn3C3CCCC3)N3CCCC(C)C3)cc2c1 (stereo not drawn)
-72	O=C(Cn1ncc2ccccc2c1=O)N1CCC(c2ccncc2)CC1
-12	Cc1cc2nc(C3CCCN3C(=O)c3n[nH]c4c3CCC4)[nH]c2cc1C (stereo not drawn)
-56	O=c1oc(-c2ccncc2)nn1Cc1ccccc1F
-7	O=C(CN1CCC(NC(=O)C2CCCCC2)CC1)Nc1ccc(F)cc1
-15	COc1cccc(/C(O)=C2/C(=O)C(=O)N(CCN(C)C)C2c2cccnc2)c1 (stereo not drawn)
-117	O=C(CSc1nc2c(c(C(F)(F)F)n1)CCc1ccccc1-2)NC1CCCCC1
-46	Clc1ccc(Cn2c(NCc3ccncc3)nc3ccccc32)cc1
-6	O=c1c(Cl)c(N2CCN(CCO)CC2)cnn1-c1ccccc1
8	c1ccc([C@H](c2cccc3c2ccc2ccccc23)[C@H](c2ccccc2)c2cccc3c2ccc2ccccc23)cc1
23	Cc1ccc(C(=O)NNC(=O)CSc2nnc(C(C)C)n2C)cc1
-6	CCOc1ccc(N2C(=O)N(c3ccccc3C)C3CS(=O)(=O)CC32)cc1 (stereo not drawn)
-10&19	O=c1[nH]c2cc(Cl)c(Cl)cc2[nH]c1=O
-21	CCc1c(C)nc2ncnn2c1N1CCCC(C(=O)Nc2nnc(C)s2)C1 (stereo not drawn)
5	Cc1cccc(CCN(C(=O)c2ccco2)C(C(=O)NC2CCCC2)c2cccnc2)c1 (stereo not drawn)
-13	COCCN1CCN(Cc2cc3c(C(C)(C)C)nn(-c4ccccc4)c3[nH]c2=O)CC1
-32	Cn1c(=O)c2c(nc(N3CCCC3)n2CC(O)COc2ccccc2)n(C)c1=O (stereo not drawn)
-31	Cc1cc2c(cc(C(=O)OC(C(=O)NC(C)(C)C)c3ccccn3)n2C)o1 (stereo not drawn)
1	CCc1nnc(NS(=O)(=O)c2ccc(NC(=O)CCC(=O)OC)cc2)s1
-1	CC(=O)Nc1ccc(-c2nnn(CC(N)=O)n2)cc1Cl
-9	O=C(CN1CCC(C(=O)c2ccccc2)CC1)Nc1ccccc1Br
-6	Cc1nn(CC(=O)NC2(c3ccc4c(c3)OCO4)CCCC2)c(=O)c2ccccc12
4	CCc1c(C)nc(NC2CCN(C(=O)C3(c4ccc(OC)cc4)CC3)CC2)[nH]c1=O
-129	COc1ccc2[nH]c3c(NCc4ccccc4)ncnc3c2c1
-15	CC1CCc2c(sc3ncn4c(SCC(=O)Nc5ccc(F)cc5)nnc4c23)C1 (stereo not drawn)
-52	CC1CCN(CCC(=O)Nc2ccccc2Cl)CC1
-28	CC(C)(C)C(=O)N1CCC(n2nc(-c3ccco3)ccc2=O)CC1
-87	COc1cc(C2C(C#N)=C(N)Oc3c2cc(Cl)c2ccccc32)cc(Br)c1O (stereo not drawn)
-46	O=C(COc1ccc(Cl)cc1)Nc1nnc(C(F)(F)F)s1
-7	Cc1cccc(NC(=S)N(Cc2cccs2)Cc2cc3ccc(C)c(C)c3[nH]c2=O)c1
3	O=C(COc1ccc(S(=O)(=O)N2CCCC2)cc1)N1CCCC1
0	CNC(=O)Cc1nc2ccccc2n1CC(=O)Nc1ccc(C)c(Cl)c1
-20	Cc1n(CCC(=O)O)c2cc(Cl)c(Cl)cc2[n+]1C
10	CCOc1ccccc1-n1nnnc1SCC(=O)N(C(C)C)C(C)C
17	CCOC(=O)CSc1nc(CC)nc2sc(C)c(C)c12
-125	CN(C)CCNC(=O)c1c(NC(=O)c2ccccc2)sc2c1CCCC2
19	CCn1cc(C(=O)N2CCc3c(nc(N4CCCCC4)[nH]c3=O)C2)cn1
-8	CCn1nc(NC(=O)C2OCOc3ccccc32)cc1C (stereo not drawn)
-2	COc1ccc(CN(Cc2cnc(N(C)C)nc2)CC2CCCO2)cc1OC (stereo not drawn)
-22	COc1ccc(C2CCN(CC(=O)NC3CCCC3)CC2)cc1

# Given as tab-separated lines: four of the compounds above.
canonical_smiles	EP2 modulator
CCn1cc(C(=O)N2CCc3c(nc(N4CCCCC4)[nH]c3=O)C2)cn1	19
CCn1nc(NC(=O)C2OCOc3ccccc32)cc1C (stereo not drawn)	-8
COc1ccc(CN(Cc2cnc(N(C)C)nc2)CC2CCCO2)cc1OC (stereo not drawn)	-2
COc1ccc(C2CCN(CC(=O)NC3CCCC3)CC2)cc1	-22

# The list continues:
EP2 modulator	SMILES
-86	COc1ccc(CNc2n[nH]c3nc(C)cc(C)c23)cc1
6	Cc1ccc(C2(O)CCN(Cc3cccc(OCc4cccnc4)c3)CC2)cc1
-5	CC(C)(C)C(=O)N1CCN(Cc2ccc3c(c2)OCO3)CC1
-82	Cc1cccc(C2(O)CCN(CC(O)c3ccc(Cl)c(Cl)c3)CC2)c1 (stereo not drawn)
-64	COc1ccc(N2C(S)=C(C#N)C(=O)NC2c2cc(OC)ccc2OC)cc1 (stereo not drawn)
-41	COc1cccc(NC(=O)CSc2nnc(COc3cccc(C)c3)n2C)c1
-26	COc1ccccc1CN1CCc2nc(C)[nH]c(=O)c2C1
-45	O=C(Cn1nnc(-c2ccc(N3CCOCC3)cc2)n1)c1ccc2c(c1)OCCO2
-11	COc1ccc2[nH]c(=O)c(CN(CCCO)C(=S)Nc3cc(C)ccc3C)cc2c1
-9	CCc1cccc(C)c1NC(=O)CN1CCC(c2nc3ccc(Cl)cc3[nH]2)CC1
-27	COc1ccccc1NC(=O)C(C#N)Cc1cc2cc(C)c(C)cc2[nH]c1=O (stereo not drawn)
34	CCN(Cc1ccccc1)C(c1cc2cc(C)c(C)cc2[nH]c1=O)c1nnnn1C1CCCCC1 (stereo not drawn)
-1	COc1cccc2cc(C(=O)Nc3ccccc3O)c(=O)oc12
0	CCC(=O)NNC(=O)CSc1nc(C(C)C)nc2sc3c(c12)CCC(C)C3 (stereo not drawn)
17	C[C@@H]1CC[C@@]23CCC4(C)[C@@](C=CC5[C@@]6(C)CCC(=O)C(C)(C)C6CC[C@]54C)(OC2=O)C3[C@H]1C (stereo partly drawn)
3	CCc1nc(N)c(C#N)c(-c2ccccc2)c1C
-49	Cc1ccc(C(C)C(=O)N2CCC[C@H](Cn3nc(-c4cccs4)ccc3=O)C2)cc1 (stereo partly drawn)
-110	Cc1[nH]nc2c1C(c1cc(Br)ccc1OCc1ccccc1)C(C#N)=C(N)O2 (stereo not drawn)
5	COc1ccc(NC(=O)CCN2CCC(C)CC2)c(OC)c1
17	C=C(C)Cn1c(N2CCCCC2C)nc2c1c(=O)[nH]c(=O)n2C (stereo not drawn)
39	COc1cccc(C(C(=O)NC2CCCC2)N(C(=O)c2ccco2)c2ccc(C)c(C)c2)c1OC (stereo not drawn)
2	CCS(=O)(=O)N1CCC(c2nc3c(nnn3Cc3cccc(Cl)c3)c(=O)[nH]2)CC1
10	CC(=O)c1cccc(NC(=O)N2CCCC2C(=O)NCc2cccs2)c1 (stereo not drawn)
-10	Cc1cc(NC(=O)Cc2cccc3ccccc23)no1
10	CC(=O)NC1(c2ccc(F)cc2)CCN(Cc2cc3c(cc2C)OCO3)CC1
11	O=C(Nc1ccccc1Cl)N(Cc1ccco1)Cc1cc2cc3c(cc2[nH]c1=O)OCCO3
-30	Cc1ccc(NC(=O)Cn2cnc3sc(C)c(C)c3c2=O)cc1
-9	CCc1ccc2nc(SCC(=O)Nc3nc(C)c(C)s3)c(C#N)cc2c1
-25	COc1cccc(CN2CCN(C(=O)C(OC)c3ccccc3)[C@@H](C)C2)c1 (stereo partly drawn)
-3	COc1cccc(-n2c(SCC(=O)Nc3cccc(C)c3C)nnc2-c2ccccn2)c1
-138	COc1ccc(C(=O)NC(=S)Nc2ccc(S(=O)(=O)Nc3nccs3)cc2)cc1OC
-45	Cc1cccc(C(C(=O)NC(C)(C)C)N(Cc2cccnc2)C(=O)c2csnn2)c1 (stereo not drawn)
21	O=C(O)CCSCc1ccc(I)cc1
-28	Cc1nc(NC2CCN(CC(=O)Nc3ccc4c(c3)OCO4)CC2)[nH]c(=O)c1C
3	COc1cc(C2C(C(=O)c3ccco3)=C(O)C(=O)N2Cc2ccccc2)ccc1O (stereo not drawn)
-13	COc1cc(C(c2c(C)[nH][nH]c2=O)c2c(C)[nH][nH]c2=O)ccc1OC(=O)c1ccccc1
15	O=C(O)CCC(NC(=O)c1ccccc1C(=O)O)C(=O)O (stereo not drawn)
-22	O=C(c1ccccn1)N1CCC(n2nnc(-c3ccc(F)cc3)n2)CC1
-44	O=C(CSc1nnc(-c2ccccc2)o1)Nc1ccc(Br)cc1
25	N=c1nc(N)nc(N)n1-c1ccc(S(N)(=O)=O)cc1
-70	COc1ccc(C2(O)CCN(CC(O)c3ccc(C(C)(C)C)cc3)CC2)cc1 (stereo not drawn)
-17	Cc1cc2c(o1)CCc1sc(N(C)C(=O)CCn3ncc4ccccc43)nc1-2
17	COc1cc(/C=C2\N=C(c3ccccc3C)OC2=O)ccc1OC(C)=O
-19	CCCC(=O)Oc1ccc2ccc(=O)oc2c1
-29	Cc1cc(C)c2cc(CN(CCCO)C(=S)Nc3ccccc3)c(=O)[nH]c2c1
-94	COC(=O)C1=C(C)NC(=O)/C1=C\c1ccc(C(C)C)cc1
25	CCc1cc2c(C)ccc(C)c2nc1SCC(=O)N1CCOCC1
-35	Cc1ccc(C)c2nc(SCC(=O)Nc3ccccc3Cl)c(C#N)cc12
-41	COc1ccc(CCNC(=O)c2sc3nc4ccc(C)cc4cc3c2N)cc1OC
-9	COCCNc1nc2c(c(=O)[nH]c(=O)n2C)n1Cc1ccccc1Cl
-10	CCOc1cccc(C2C(C(=O)c3cccs3)=C(O)C(=O)N2c2nnc(C)s2)c1 (stereo not drawn)
-41	CCOc1ccc(OCC)c(NC(=O)CSc2nc3ccc(OC)cc3cc2C#N)c1
-6	COCCOc1cc(CN2CC(CN3CCOCC3)c3ccccc32)ccc1OC (stereo not drawn)
-49	COc1ccc(-c2c(C)nn3c(NCC4CCCO4)cc(C)nc23)cc1 (stereo not drawn)
55	CCOC(=O)C1=C(N)OC2=C(C(=O)CCC2)C1c1ccccc1C (stereo not drawn)
15	CCCc1nn(-c2ccccc2)c2c1C(c1ccc(OC)c(OCC)c1)C(C#N)=C(N)O2 (stereo not drawn)
-2	COCCn1c(SCC(=O)Nc2ccc(C)cc2)nnc1-c1ccoc1C
-9	Cc1cc(Cl)ccc1OCC(=O)Oc1c(Cl)c(Cl)c(Cl)c(Cl)c1Cl
-6	CNc1ncnc(Sc2nc(N)nc3nc[nH]c23)c1[N+](=O)[O-]
-10	CC(C(=O)N1CCCC1)n1nc(-c2cccs2)cc(N)c1=O (stereo not drawn)

# Structures from the list above that have a furan ring, fused or not, in the order listed:
EP2 modulator	SMILES
-57	Cc1cc(C)cc(NC(=S)N2CCC(NC(=O)c3ccco3)CC2)c1
19	Cc1nc2c(c(=O)[nH]1)CN(C(=O)c1cc(C3CC3)oc1C)CC2
5	Cc1cccc(CCN(C(=O)c2ccco2)C(C(=O)NC2CCCC2)c2cccnc2)c1 (stereo not drawn)
-31	Cc1cc2c(cc(C(=O)OC(C(=O)NC(C)(C)C)c3ccccn3)n2C)o1 (stereo not drawn)
-28	CC(C)(C)C(=O)N1CCC(n2nc(-c3ccco3)ccc2=O)CC1
39	COc1cccc(C(C(=O)NC2CCCC2)N(C(=O)c2ccco2)c2ccc(C)c(C)c2)c1OC (stereo not drawn)
11	O=C(Nc1ccccc1Cl)N(Cc1ccco1)Cc1cc2cc3c(cc2[nH]c1=O)OCCO3
3	COc1cc(C2C(C(=O)c3ccco3)=C(O)C(=O)N2Cc2ccccc2)ccc1O (stereo not drawn)
-17	Cc1cc2c(o1)CCc1sc(N(C)C(=O)CCn3ncc4ccccc43)nc1-2
-2	COCCn1c(SCC(=O)Nc2ccc(C)cc2)nnc1-c1ccoc1C

# Other entries follow:
EP2 modulator	SMILES
-11	CCC(C)(C)NC(=O)CN(Cc1ccco1)C(=O)C(=O)Nc1ccc2c(c1)OCCO2
-62	O=C(COC(=O)c1ccccn1)Nc1ccc(Cl)c(Cl)c1
23&32	CCCC(C(=O)OCCN(CC)CC)(c1ccccc1)c1ccccc1
12	CCn1c(SCC(=O)Nc2nc(C)cs2)nnc1C(C)Oc1ccccc1 (stereo not drawn)
-43	COc1ccc(-c2csc(NC(=O)c3c(OC)cccc3OC)n2)cc1
-23	Cc1ccc(S(=O)(=O)N2CCOCC2)cc1C(=O)Nc1cccc(O)c1

# Some of the compounds tested; the hit share may differ from the screen's.
